MITF inh: inhibitors of human MITF | O75030 | AlphaScreen MITF homodimerization, bead proximity signal | inhibition, % at 2.6 µM | actives 0.91% (n = 650,000); in the data active = inhibition above about 50%;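 note: 0% = vehicle wells with protein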
FBW7 act: human FBW7 E3 ligase activation, primary screen. AID 1259310. Q969H0. actives 0.13% (n = 650,000). normalized activity (activation), % at 26.1 µM. AlphaScreen FBW7–phospho-cyclin E peptide binding, activator screen; in the data active = normalized activity above about 1.9%;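 note: purified mutant Fbw7 with reduced substrate affinity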
Target sequence (Q969H0 whole entry, looked up): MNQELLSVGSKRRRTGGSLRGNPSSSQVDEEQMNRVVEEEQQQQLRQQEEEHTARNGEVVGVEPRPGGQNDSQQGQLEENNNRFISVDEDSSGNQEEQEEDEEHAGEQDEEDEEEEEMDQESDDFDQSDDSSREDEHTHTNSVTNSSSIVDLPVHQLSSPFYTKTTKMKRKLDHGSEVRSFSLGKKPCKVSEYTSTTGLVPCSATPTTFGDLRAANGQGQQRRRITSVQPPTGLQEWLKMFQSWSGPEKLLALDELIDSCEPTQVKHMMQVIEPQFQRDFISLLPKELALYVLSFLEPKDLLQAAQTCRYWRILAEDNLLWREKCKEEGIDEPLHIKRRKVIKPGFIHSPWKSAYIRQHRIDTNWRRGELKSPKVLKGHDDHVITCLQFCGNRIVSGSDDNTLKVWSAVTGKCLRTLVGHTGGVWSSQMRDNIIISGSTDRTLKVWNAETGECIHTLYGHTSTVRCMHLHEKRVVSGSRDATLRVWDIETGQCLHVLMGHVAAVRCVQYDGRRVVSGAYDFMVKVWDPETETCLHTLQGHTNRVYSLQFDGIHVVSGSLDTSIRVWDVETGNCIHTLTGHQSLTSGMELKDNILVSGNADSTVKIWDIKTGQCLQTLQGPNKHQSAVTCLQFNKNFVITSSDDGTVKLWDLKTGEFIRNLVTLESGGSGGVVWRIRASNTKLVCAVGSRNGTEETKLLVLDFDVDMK
GPR151 ag: human GPR151 activation; activation, % at 11.2 µM; actives 1% (n = 650,000); PathHunter beta-arrestin GPR151 cells, luminescence; Q8TDV0; in the data active = activation above about 4.9%;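 note: 0% = median of compound wells and 100% = cells with positive control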
Target sequence (Q8TDV0 whole entry, looked up): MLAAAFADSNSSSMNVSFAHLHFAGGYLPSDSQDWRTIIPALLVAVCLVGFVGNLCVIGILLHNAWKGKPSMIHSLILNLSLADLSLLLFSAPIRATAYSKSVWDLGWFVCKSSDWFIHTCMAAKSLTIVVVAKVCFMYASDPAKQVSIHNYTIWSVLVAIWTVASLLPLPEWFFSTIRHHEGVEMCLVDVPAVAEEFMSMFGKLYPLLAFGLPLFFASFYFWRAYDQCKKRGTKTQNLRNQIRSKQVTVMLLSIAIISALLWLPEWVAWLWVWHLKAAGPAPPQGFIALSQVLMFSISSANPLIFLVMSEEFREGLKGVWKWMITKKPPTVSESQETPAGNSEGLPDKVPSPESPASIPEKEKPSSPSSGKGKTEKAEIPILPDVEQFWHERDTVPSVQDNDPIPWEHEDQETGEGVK
TEAD-YAP block: TEAD-YAP interaction inhibition. AID 1259422. actives 1.4% (n = 640,000). inhibition, % at 9.12 µM. HEK-TIYL cells, TEAD-Gal4/YAP UAS-luciferase luminescence; in the data active = inhibition above about 32%;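 note: 0% = median of test compound wells and 100% = reference inhibitor wells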
Active calls of the source: *; / = not tested or not shown.

SMILES	MITF inh	FBW7 act	GPR151 ag	TEAD-YAP block
C=CCN1CC(c2nc3ccccc3n2CC(=O)N(c2ccccc2)C(C)C)CC1=O (centres undefined)	-2	-0.2	1.2	-10
CCCc1[nH]n(-c2ccc(F)cc2)c(=O)c1C=Nc1ccccc1C(=O)OC	8	-0.1	-0.3	-5
COC(=O)C1=C(C)N(C)C(C)=C(C(=O)OC)C1c1ccc(C(F)(F)F)cc1	15	0.8	-1.2	-3
O=[N+]([O-])c1ccc(N2CCOCC2)cc1NCc1ccc(Cl)cc1	10	-0.2	-0.4	7
CC1=C(C(=O)N2CCOc3ccc(CN4CCc5sccc5C4)cc3C2)OCCO1	8	0.0	-1.3	6
CCOc1ccccc1C1C(C(=O)Nc2ccccc2OC)=C(C)NC2=C1C(=O)CCC2 (centres undefined)	19	0.8	-0.4	-1
Cc1ccccc1NC(=O)Cn1cnc2ccccc2c1=O	9	0.5	0.7	3
CC(=O)Oc1ccc(/C=C2\N=C(c3cccc(C)c3)OC2=O)cc1	8	0.1	-0.8	10
O=C(NCCCO)C(=O)NCCc1ccc(Cl)cc1	8	0.1	0.2	1
Cc1c(NC(=O)C(C)Sc2ccccc2)c(=O)n(-c2ccccc2)n1C (centres undefined)	-9	0.1	-0.7	1
Cc1ccc(C2C3=C(Nc4ncnn42)c2ccccc2OC3c2ccc(Cl)cc2)cc1 (centres undefined)	5	0.0	0.4	-10
Cc1cccc(Nc2ccc(N3CCN(C(=O)c4ccc(Br)o4)CC3)nn2)n1	-3	0.8	-0.3	-6
C=CCSC1=C(C#N)C(c2cccc(Cl)c2)CC(=O)N1 (centres undefined)	24	0.2	-1.1	-6
COc1ccccc1/C=C(\NC(=O)c1ccc(OC)c(OC)c1)C(=O)Nc1ccc2ccccc2c1	0	-0.2	-0.4	-3
CCC(=O)n1nc(-c2ccccc2)nc1NCc1ccccc1	8	0.0	-0.1	-16
CCOC(=O)c1cc(S(=O)(=O)Nc2ccc(OC)c(OC)c2)cn1C	-20	0.2	0.3	8
O=C(Cn1c(=O)n(Cc2cccs2)c2ncccc21)N1CCCC(c2ccccc2)C1 (centres undefined)	4	0.7	-1.5	16
O=C(N1CCOCC1)C1(c2ccc([N+](=O)[O-])cc2)CCCC1	20	0.8	-2.4	4
CCn1nc(C)c(NC(=O)Nc2ccc(C(C)=O)cc2)c1C	9	0.1	2.3	13
CCN(CCCNS(=O)(=O)c1cccc2cccnc12)c1cccc(C)c1	10	-0.1	0.8	4
Oc1ccc(CCNc2nc(N3CCC(N4CCOCC4)CC3)nc3nc[nH]c23)cc1	-7	-0.2	-0.3	3
Cc1cc(C(=O)N/N=C/c2ccc(O)c([N+](=O)[O-])c2)n[nH]1	1	0.1	-4.1	-1
Cc1ccc(S(=O)(=O)N/N=C(/c2ccccc2)C(C)C)cc1	-19	0.1	-0.3	15
COc1ccc(OC(C)C(=O)N2CCN(c3cccc(Cl)c3)CC2)cc1 (centres undefined)	5	-0.1	0.0	-1
CCCCC(C)(C)[C@H](O)/C=C/[C@H]1C=CC(=O)[C@@H]1CCCCCCC(=O)O	12	/	-0.8	/
COC(=O)c1ccc(NC(=O)c2ccc3c(c2)C(=O)N(c2ccccc2C)C3=O)cc1	-8	0.1	-0.9	-8
COC(=O)c1nnn(-c2ccccc2)c1N	6	0.0	-1.3	1
O=C(Nc1ccccc1)N1C2CCC1CC(O)(c1cccnc1)C2 (centres undefined)	2	0.1	0.4	7
Cc1nc2nc(SCc3cc(=O)n4cc(Br)ccc4n3)nn2c(C)c1Cc1ccccc1F	8	0.1	-0.2	1
Cc1cc(NS(=O)(=O)c2ccc(NC(=O)c3ccc(Cl)c(Cl)c3)cc2)nc(C)n1	12	0.0	-1.1	-9
O=C(Nc1ccc2[nH]ncc2c1)C1CCN(C(=O)C(O)c2ccc(C(F)(F)F)cc2)CC1 (centres undefined)	6	-0.2	-0.4	7
CN(C)c1cccc(Nc2cc(NCCO)nc(N)n2)c1	1	-0.1	-1.9	3
CC1(C)CC(NC(=O)CCN2Cc3ccccc3OC(c3ccccc3F)C2)CCO1 (centres undefined)	-6	-0.1	-0.8	6
CCOC(=O)C1=C(O)/C(=C/c2ccc3c(c2)OCO3)SC1=Nc1cccc(Cl)c1	-5	0.0	1.0	2
CC1(C)CC(=O)C2=C(C1)N(c1ccccc1)C1=C(C(=O)CC(C)(C)C1)C2c1ccc(O)cc1	-3	0.0	0.7	-4
CCN1CCN(C(=O)c2cc[n+]([O-])cc2)CC1	10	-0.2	0.3	13
COc1ccc(/C=C2\C=C(c3ccccc3)N(c3ccc(C)cc3Br)C2=O)cc1Br	-3	-0.5	3.3	0
COc1ccc(C2=NN(C(=O)CCC(=O)O)C(c3cc4ccc(OC)cc4nc3Cl)C2)cc1 (centres undefined)	7	0.2	0.1	-14
Cc1nnc(NC(=O)Cc2c(F)cccc2Cl)s1	-5	-0.3	-0.3	0
O=C(O)C1CC=CCC1C(=O)Nc1ccc(Oc2ccc(Cl)cc2)cc1 (centres undefined)	-2	0.0	0.4	-3
CCC(=O)Nc1c(C(N)=O)oc2ccccc12	5	1.6	-0.6	16
Cc1nc2ccc3nc(NC(=O)c4cc(Cl)cc(Cl)c4)sc3c2s1	12	0.1	-1.5	-2
COc1ccccc1NC(=O)CSC1CC(=O)N(c2ccc(C)cc2)C1=O (centres undefined)	0	-0.1	0.6	8
O=C(NCCN1CCOCC1)c1ccnc(Nc2ccc(-n3ccnc3)cc2)c1	6	0.0	-0.2	-5
Cc1cccc(C)c1OCC(=O)Nc1ccc(N2CCOCC2)cc1	2	0.6	0.5	12
COc1ccccc1-n1c(N)cc(-c2ccc([N+](=O)[O-])cc2)c(C#N)c1=O	-1	0.1	-0.6	8
Cn1cc(I)c(C(=O)N/N=C/c2c(O)ccc3ccccc23)n1	-7	-1.4	-0.5	-9
CCCN(CCC)CCCNc1ccc(C(=O)Nc2cccc(OC)c2)cc1[N+](=O)[O-]	18	0.1	0.5	-3
COc1ccc(-n2ncc3c(SCC(=O)Nc4ccc(N(C)C)cc4)ncnc32)cc1	20	0.1	-0.7	5
O=C(NCc1cccnc1)C1CCN(c2nc3ccccc3n3cccc23)CC1	9	-0.1	-0.2	10

(cont.)
SMILES	MITF inh	FBW7 act	GPR151 ag	TEAD-YAP block
CN1CCCC(NC(=O)c2cccc(-n3cc(NC(=O)Nc4ccccc4Cl)cn3)c2)C1 (centres undefined)	-4	0.0	-0.4	-14
O=C(c1ccoc1)N1CCOc2ccc(CN3CCc4ccccc4C3)cc2C1	-2	-0.1	0.5	4
CCn1c2ccccc2c2cc(CN3CCN(Cc4ccc(C)cc4)CC3)ccc21	43	-0.6	-1.5	-4
C=CCNCCOCCOc1ccccc1-c1ccccc1	46	0.0	-0.9	4
O=C(CN1CCC(c2nc3ccc(Cl)cc3[nH]2)CC1)N1CCCCC1	6	-0.1	1.3	3
CC(=O)c1cccc(NC(=O)Nc2cc(C(F)(F)F)ccc2Cl)c1	8	0.1	1.3	14
Cc1ccc(C(=O)NNc2nc(-c3ccccc3)c3cc(Br)ccc3n2)cc1	1	0.0	-0.4	2
Cc1csc2nc(CSc3ccc(Cl)cc3)cn12	14	0.4	-1.9	-34
COc1cccc(C2=NN3C(C2)c2cc(Cl)ccc2OC3c2cc(OC)c(OC)c(OC)c2)c1 (centres undefined)	4	-0.1	-2.7	-54
COc1ccc(N2Cc3cccc(C(=O)N4CCN(C(=O)c5ccco5)CC4)c3C2=O)cc1	4	-0.1	1.2	-6
CC(C)(C)NS(=O)(=O)Nc1ccccc1	3	0.1	1.6	-1
Cc1[nH]n(-c2ccccc2)c(=O)c1C(c1ccc(C#N)cc1)c1c(C)[nH]n(-c2ccccc2)c1=O	3	-1.2	2.6	5
COc1ccc(-n2nc(C(=O)O)c3ccccc3c2=O)cc1	-6	0.8	-1.2	-4
COc1ccccc1C(=O)NNC(=O)C(=O)NC(C)(C)C	-12	-0.2	0.8	-11
CC(=O)Cc1nsc(NC(=O)/C=C/c2cccc(C(F)(F)F)c2)n1	-14	-0.3	1.1	10
CCCCN(C)S(=O)(=O)c1cc(Br)cc2c1N(C(=O)CC)CC2	-5	0.0	-0.3	-3
COc1cccc(CNn2cn[nH]c2=S)c1OCc1ccccc1	-5	-0.1	1.2	5
Cc1oc(-c2ccc(Cl)cc2)[n+]([O-])c1C	-11	0.0	-0.8	-8
CCCCOc1ccc(OCCCC)c2c1nc(-c1ccccc1NC)c(=O)n2C	-11	-0.1	-1.2	6
O=C(O)C1CCCN1C(=O)NC1CCCCC1 (centres undefined)	12	0.1	4.9*	0

Given with two lines to a compound: entries from further up
Fields: MITF inh | FBW7 act | GPR151 ag | TEAD-YAP block
Cc1oc(-c2ccc(Cl)cc2)[n+]([O-])c1C
 : -11 | 0.0 | -0.8 | -8
CCCCOc1ccc(OCCCC)c2c1nc(-c1ccccc1NC)c(=O)n2C
 : -11 | -0.1 | -1.2 | 6
O=C(O)C1CCCN1C(=O)NC1CCCCC1 (centres undefined)
 : 12 | 0.1 | 4.9* | 0

Ordered by length of the SMILES (low to high): some entries from above.
SMILES	MITF inh	FBW7 act	GPR151 ag	TEAD-YAP block
CC(C)(C)NS(=O)(=O)Nc1ccccc1	3	0.1	1.6	-1
COc1cccc(CNn2cn[nH]c2=S)c1OCc1ccccc1	-5	-0.1	1.2	5
CCCCOc1ccc(OCCCC)c2c1nc(-c1ccccc1NC)c(=O)n2C	-11	-0.1	-1.2	6
Cc1[nH]n(-c2ccccc2)c(=O)c1C(c1ccc(C#N)cc1)c1c(C)[nH]n(-c2ccccc2)c1=O	3	-1.2	2.6	5

5 records drawn at random from those above, as already listed:
SMILES	MITF inh	FBW7 act	GPR151 ag	TEAD-YAP block
CCCCOc1ccc(OCCCC)c2c1nc(-c1ccccc1NC)c(=O)n2C	-11	-0.1	-1.2	6
COc1ccccc1C(=O)NNC(=O)C(=O)NC(C)(C)C	-12	-0.2	0.8	-11
Cc1oc(-c2ccc(Cl)cc2)[n+]([O-])c1C	-11	0.0	-0.8	-8
CC(C)(C)NS(=O)(=O)Nc1ccccc1	3	0.1	1.6	-1
COc1cccc(CNn2cn[nH]c2=S)c1OCc1ccccc1	-5	-0.1	1.2	5

New compounds follow
SMILES	MITF inh	FBW7 act	GPR151 ag	TEAD-YAP block
O=S(=O)(c1ccc(F)cc1)N1CCCN=C1SCc1ccccc1	10	0.1	1.6	-2
Cc1ccc(NC(=O)NCCN2CCN(c3ccc(F)cc3)CC2)cc1	12	0.6	-1.2	3
CCCCn1c(N/N=C/C(Br)=C\c2ccccc2)nc2c1c(=O)[nH]c(=O)n2C	1	-0.4	1.5	5
O=C(CSc1nc2ccc(NC(=O)c3ccccc3F)cc2s1)Nc1ccc([N+](=O)[O-])cc1	-7	0.0	-0.6	-15
CCN1C(=O)C(CC(=O)NCc2ccc(Cl)cc2)N(CC)C1=O (centres undefined)	-7	0.7	-0.9	0
CN1C(=O)/C(=C/c2ccc(C(=O)O)cc2)SC1=S	17	-0.1	-0.4	-2
COc1ccc(N2C(=O)C3CC(C)=C(C)CC3C2=O)cc1 (centres undefined)	11	0.0	0.0	-12
O=C(COc1cccc2cccnc12)N/N=C/c1ccc(Oc2ccc([N+](=O)[O-])cn2)cc1	-5	0.1	-0.1	10
CS(=O)(=O)N1CCN(c2ccccc2[N+](=O)[O-])CC1	14	0.0	-1.4	5
CCOC(=O)CCC(=O)Nc1ccc(S(=O)(=O)N2CCOCC2)cc1	8	0.0	-1.4	-3
CC1=C(C(=O)Nc2ccccn2)C(c2ccccc2)C2=C(CCCC2=O)N1 (centres undefined)	6	1.0	0.8	7
CCC(=O)NC(Nc1sc2c(c1C(=O)OC)CCCC2)(C(F)(F)F)C(F)(F)F	0	0.2	0.8	-3
CC1=C(C(=O)Nc2ccccc2C)C(c2cccs2)C(C#N)=C(SCC(=O)Nc2nccs2)N1 (centres undefined)	12	0.3	-0.2	6
CCOc1cc(C2C(C(=O)OCCOC)=C(C)NC3=C2C(=O)CC(c2ccccc2)C3)cc(Br)c1O (centres undefined)	-5	-0.1	-1.0	12
O=C(COC(=O)c1ccc2c(c1)OCCO2)c1ccccc1	7	0.1	-1.5	30
COc1ccc(/C=C/C(=O)NCc2ccccc2)cc1OC	0	-0.1	0.1	-5
C[C@@H](OCc1ccccc1)[C@@H]1NC(=O)[C@H]2CN(C(=O)c3ccc4ccccc4c3)CCN2C1=O	-13	-0.2	-0.1	-5
Cc1cccc(NC2=C(Cl)C(=O)N(c3ccccc3)C2=O)c1	-1	-0.1	-0.9	3
Cc1cc(I)ccc1NS(=O)(=O)c1cccs1	4	-0.1	0.2	5
COC(=O)c1ccccc1OCCCN(C)C	20	-0.1	0.5	9
Cc1ccc(NC2OC(C(O)CO)C(O)C2O)cc1C (centres undefined)	11	0.3	-0.7	-3
COc1cc(/C=C(\C#N)C(=O)NCC2CCCO2)c([N+](=O)[O-])cc1OC (centres undefined)	35	-0.4	-1.6	-7
COc1ccc2c(C)c(-c3ccccc3)c(=O)oc2c1	3	0.1	0.9	-14
O=C(CSc1nc2[nH]ncc2c(=O)[nH]1)N1CCCc2ccccc21	0	0.7	-1.5	-9
CC(=O)NCCNS(=O)(=O)c1ccc([N+](=O)[O-])cc1	12	0.5	-0.7	5
Cc1ccc(S(=O)(=O)NCC(=O)OCC(=O)c2ccc(Br)s2)cc1	-13	-0.1	-1.2	2
O=C(O)c1ccc2c(c1)C(=O)N(Nc1ccccc1[N+](=O)[O-])C2=O	24	0.1	-2.3	48*
COc1cccc(NC(=O)c2c(C(F)(F)F)nc3ccccn23)c1	18	0.2	0.0	-5
O=C(Nc1ccc2c(c1)OCO2)c1ccc2nc(N3CCN(c4ccccn4)CC3)sc2c1	3	0.0	3.7	-36
Cc1cc2ccccn2c1C(=O)c1ccc(S(=O)(=O)N(C)C)cc1	0	-0.1	0.4	5

Screening results: PubChem BioAssay, The Scripps Research Institute Molecular Screening Center
